CHRM5 antagonist: blocks acetylcholine activation of human M5 receptor | P08912 | 360,000 compounds, 0.59% hits | CHO-hM5 cells, Fluo-8 calcium fluorescence, ACh EC80 | inhibition, % at 3 µM | AID 624040;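 active means inhibition above a per-plate cutoff, the mean of that plate's test compounds plus 3 SD, cut at about 27% in these data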;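 further: 0% = acetylcholine EC80 with DMSO and 100% = DMSO without agonist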
CRFR2-BP ag: CRF-BP/CRF-R2 complex agonism | HEK293 CRF-R2/CRF-BP, calcium dye fluorescence (FLIPR); percent of saturating CRF peptide response | activation, % at 13.2 µM | 350,000 compounds, 0.46% hits | AID 588473;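 active means activation of at least 50%, plus an integration ratio under a set limit after plate pattern correction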;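 further: plate controls were neutral control wells without compound for no effect and CRF at EC100 for full effect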
M1 antag: blocks human M1 muscarinic receptor. P11229. 360,000 compounds, 1.3% hits. inhibition, % at 3 µM. AID 588852. CHO-K1 hM1, Fluo-8 calcium fluorescence, ACh EC80 antagonist;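 active means percent inhibition above its own plate's cutoff, namely the mean of that plate's compound wells plus 3 SD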;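 further: peak over basal fluorescence ratio during 140 s after agonist addition; 0% = ACh EC80 plus DMSO and 100% = DMSO alone without agonist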
Target sequence (P11229 whole entry, looked up): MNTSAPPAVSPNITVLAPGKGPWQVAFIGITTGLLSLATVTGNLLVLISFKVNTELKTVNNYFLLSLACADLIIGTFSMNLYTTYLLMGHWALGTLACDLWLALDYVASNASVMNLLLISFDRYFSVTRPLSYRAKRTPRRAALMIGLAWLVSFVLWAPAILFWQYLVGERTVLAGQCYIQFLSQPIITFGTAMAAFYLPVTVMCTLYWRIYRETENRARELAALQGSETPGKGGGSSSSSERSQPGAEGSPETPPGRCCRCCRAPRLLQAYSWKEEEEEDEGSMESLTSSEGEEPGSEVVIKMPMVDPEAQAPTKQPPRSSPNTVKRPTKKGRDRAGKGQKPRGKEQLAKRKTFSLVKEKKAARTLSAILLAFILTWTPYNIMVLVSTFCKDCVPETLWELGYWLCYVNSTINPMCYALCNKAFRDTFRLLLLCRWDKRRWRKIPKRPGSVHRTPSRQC
CHRM4 PAM: potentiates acetylcholine response at human M4 receptor; 360,000 compounds, 0.4% hits; CHO-K1 hM4/Gqi5, Fluo-8 calcium fluorescence, ACh EC20; 0% = ACh EC20, 100% = maximal ACh; activation, % at 3 µM; P08173; AID 624126;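 active means activation above its plate's cutoff, the mean activation of sample wells plus 3 SD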; further: some results filed as inactive read as strong as hits
Target sequence (P08173 whole entry, looked up): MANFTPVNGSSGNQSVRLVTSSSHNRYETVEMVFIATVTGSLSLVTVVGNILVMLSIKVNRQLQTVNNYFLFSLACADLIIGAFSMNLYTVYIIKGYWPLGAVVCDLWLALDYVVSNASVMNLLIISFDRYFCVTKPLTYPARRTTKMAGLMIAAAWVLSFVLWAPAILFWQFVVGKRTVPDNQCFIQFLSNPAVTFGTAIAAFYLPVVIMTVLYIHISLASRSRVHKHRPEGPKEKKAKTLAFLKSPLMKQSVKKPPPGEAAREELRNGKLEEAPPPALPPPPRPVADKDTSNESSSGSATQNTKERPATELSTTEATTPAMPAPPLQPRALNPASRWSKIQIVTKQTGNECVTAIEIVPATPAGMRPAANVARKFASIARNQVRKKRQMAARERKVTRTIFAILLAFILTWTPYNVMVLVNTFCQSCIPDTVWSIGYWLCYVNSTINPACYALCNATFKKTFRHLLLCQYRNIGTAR
CHRM5 agonist: CHRM5 agonism in calcium assay. P08912. activation, % at 3 µM. CHO-K1 hM5 cells, Fluo-8 calcium fluorescence; 0% DMSO wells, 100% maximal acetylcholine response. 360,000 compounds, 0.19% hits;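 active means activation above the run's mean over test compounds plus 3 SD, cut at about 23% in these data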;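 further: signal is peak over basal fluorescence ratio across the kinetic read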
CHRM1 PAM: human CHRM1 positive allosteric modulation. P11229. CHO-K1 hM1, Fluo-8 calcium fluorescence, ACh EC20; 0% = ACh EC20, 100% = maximal ACh. activation, % at 3 µM. 360,000 compounds, 0.088% hits; in the data active means activation above about 19%, passing the limit was not always enough
CHRM4 agonist: CHRM4 agonism in calcium assay; P08173; CHO-K1 hM4/Gqi5, Fluo-8 calcium fluorescence; vehicle 0%, full acetylcholine response 100%; activation, % at 3 µM; 360,000 compounds, 0.14% hits; AID 624127;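 active means activation above the run mean over all test wells plus 3 SD, cut at about 32% in these data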;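 further: peak over basal fluorescence ratio per well then scaled between controls; 0% = DMSO wells and 100% = acetylcholine at EC100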
CHRM4 antagonist: antagonists of human muscarinic M4 receptor (CHRM4); inhibition, % at 3 µM; AID 624125; CHO-hM4 cells, ACh EC80, Fluo-8 calcium fluorescence; P08173; 360,000 compounds, 0.73% hits;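 active means inhibition above its plate's cutoff, the mean inhibition of sample wells plus 3 SD, cut at about 27% in these data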;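 further: 0% = acetylcholine EC80 with DMSO and 100% = DMSO without agonist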
CHRM5 PAM: CHRM5 positive allosteric modulation | CHO-K1 hM5, Fluo-8 calcium, ACh EC20 PAM; 0% = ACh EC20, 100% = ACh EC100 | activation, % at 3 µM | 360,000 compounds, 0.3% hits | P08912;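 active means activation above the run cutoff, the mean activation of all test compounds plus 3 SD, cut at about 18% in these data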
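Probe or stimulus: acetylcholine, EC20 level; Assay system: human M5 receptor in CHO-K1 cells; Schedule: compound preincubation 140 s before EC20 acetylcholine addition; Technique: intracellular calcium via Fluo-8 fluorescence; Dosing: single-point, 3 µM nominal; Read-out basis: percent activation from peak-over-basal fluorescence ratio, scaled EC20-to-EC100 acetylcholine; Repeats: one well per compound, no replicates.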
Numbers without * were called inactive.

SMILES	CHRM5 antagonist	CRFR2-BP ag	M1 antag	CHRM4 PAM	CHRM5 agonist	CHRM1 PAM	CHRM4 agonist	CHRM4 antagonist	CHRM5 PAM
CCOC(=O)c1ccc(N=C2SC(C(=O)NCCc3ccccc3)CC(=O)N2C)cc1 (stereo unspecified)	2	5.9	8	2	-1	-1	3	1	8
Cc1noc(C)c1CSc1nnc(-c2ccncc2)n1-c1cccc(Cl)c1C	1	-0.7	-2	6	-4	0	2	-2	-4
CCOC(=O)C1=C(COC(=O)c2cccnc2Cl)NC(=O)NC1C (stereo unspecified)	-2	-1.3	-12	-2	1	3	0	-5	8
Cn1c(=O)c2nc(-c3ccccc3)oc2c2ccccc21	6	-0.6	-10	3	3	10	2	1	-4
O=C(Nn1cnc2ccccc2c1=O)c1ccc(F)cc1Cl	11	-1.7	-7	2	1	3	0	0	0
Cc1cc(C)cc(NC(=O)C(NCCN2CCOCC2)c2ccccc2)c1 (stereo unspecified)	8	-5.8	10	-9	-11	-7	1	4	-15
O=C(O)CCN1C(=O)c2ccc(NC(=O)COc3ccccc3)cc2C1=O	3	8.7	-1	-1	-4	8	0	0	-4
O=C(CSc1n[nH]c(-c2ccc(Cl)cc2Cl)n1)Nc1ccccn1	-6	-1.2	-6	15	2	4	2	-2	2
Cc1cc(C)c(NC(=O)COC(=O)Cc2cccs2)c(C)c1	5	-0.7	-9	3	-2	7	0	-2	3
CCn1c(Cc2ccccc2)nnc1SCC(=O)Nc1nnc(-c2ccccc2)s1	1	0.6	-1	-3	1	-1	0	8	-4
C/C(=N\NC(=O)c1cc2c(s1)CCC(C)C2)c1ccncc1 (stereo unspecified)	-2	1.9	-1	4	-2	8	0	-5	0
O=C(NCc1ccncc1)c1cc(C(=O)C2CC2)c[nH]1	11	1.4	-4	3	-1	4	1	-1	-4
COC(=O)c1cn(-c2cccc(C)n2)cn1	6	-0.9	6	3	1	0	1	-6	2
Cc1ccc(N2C(=O)N(CC(=O)Nc3ccc(C)cc3C)C(=O)C2C)cc1 (stereo unspecified)	4	5.6	-3	-1	12	4	13	-28	-10
O=C(CSc1ccc2nnc(-c3ccncc3)n2n1)Nc1ccc2c(c1)OCCO2	5	1.7	-11	11	1	9	-1	-12	-3
c1ccc(-c2noc(C34CC5CC(CC(C5)C3)C4)n2)nc1	-8	0.9	-30	-5	12	3	0	3	-6
CC1=C(C(=O)OCCCBr)C(c2ccc3c(c2)OCO3)NC(=O)N1 (stereo unspecified)	15	2.9	-11	-7	-1	16	1	-2	-4
COc1ccc(C(=O)CSc2nnc(C3CCCCC3)n2N)c(OC)c1	-7	1.8	-32	11	0	4	-1	-3	5
Cc1cc(C(=O)O/N=C(\N)c2ccc(C(C)(C)C)cc2)no1	1	4.1	-19	5	-3	22	0	-8	1
Cc1ccccc1OCC(=O)NC(=S)Nc1ccc2c3c(cccc13)CC2	1	-0.3	-8	0	2	4	0	-1	-2
COC(=O)c1c(C)nc(C)c2c(=O)oc3ccccc3c12	-5	-1.4	-10	1	1	13	1	3	0
COc1ccc(-c2ccc3c(c2)S(=O)(=O)c2cccc(C(=O)NCCOc4ccccc4Cl)c2C3=O)cc1OC	5	7.1	-5	5	5	13	0	6	-1
COc1cc(OC)cc(C(=O)NC2CC3CCC(C2)N3C)c1 (stereo unspecified)	0	1.8	-4	13	-10	9	-1	4	11
COc1ccccc1N1CCN(Cc2nc3ccccc3[nH]2)CC1	-8	0.4	-10	7	-4	3	4	-29	3
O=C(Nc1cccc(F)c1)NC1(C(=O)N2CCC(O)CC2)CCCCC1	11	-1.1	11	-5	-1	-8	-1	12	3

Part of the list above in order of count of non-hydrogen atoms, largest number first:
SMILES	CHRM5 antagonist	CRFR2-BP ag	M1 antag	CHRM4 PAM	CHRM5 agonist	CHRM1 PAM	CHRM4 agonist	CHRM4 antagonist	CHRM5 PAM
COc1ccc(-c2ccc3c(c2)S(=O)(=O)c2cccc(C(=O)NCCOc4ccccc4Cl)c2C3=O)cc1OC	5	7.1	-5	5	5	13	0	6	-1
CCOC(=O)c1ccc(N=C2SC(C(=O)NCCc3ccccc3)CC(=O)N2C)cc1 (stereo unspecified)	2	5.9	8	2	-1	-1	3	1	8
CCn1c(Cc2ccccc2)nnc1SCC(=O)Nc1nnc(-c2ccccc2)s1	1	0.6	-1	-3	1	-1	0	8	-4
Cc1noc(C)c1CSc1nnc(-c2ccncc2)n1-c1cccc(Cl)c1C	1	-0.7	-2	6	-4	0	2	-2	-4
Cc1cc(C)cc(NC(=O)C(NCCN2CCOCC2)c2ccccc2)c1 (stereo unspecified)	8	-5.8	10	-9	-11	-7	1	4	-15
COc1ccc(C(=O)CSc2nnc(C3CCCCC3)n2N)c(OC)c1	-7	1.8	-32	11	0	4	-1	-3	5
CCOC(=O)C1=C(COC(=O)c2cccnc2Cl)NC(=O)NC1C (stereo unspecified)	-2	-1.3	-12	-2	1	3	0	-5	8
COc1cc(OC)cc(C(=O)NC2CC3CCC(C2)N3C)c1 (stereo unspecified)	0	1.8	-4	13	-10	9	-1	4	11
Cn1c(=O)c2nc(-c3ccccc3)oc2c2ccccc21	6	-0.6	-10	3	3	10	2	1	-4
O=C(NCc1ccncc1)c1cc(C(=O)C2CC2)c[nH]1	11	1.4	-4	3	-1	4	1	-1	-4
COC(=O)c1cn(-c2cccc(C)n2)cn1	6	-0.9	6	3	1	0	1	-6	2

The main list resumes, starting 2 compounds before the break.
SMILES	CHRM5 antagonist	CRFR2-BP ag	M1 antag	CHRM4 PAM	CHRM5 agonist	CHRM1 PAM	CHRM4 agonist	CHRM4 antagonist	CHRM5 PAM
COc1ccccc1N1CCN(Cc2nc3ccccc3[nH]2)CC1	-8	0.4	-10	7	-4	3	4	-29	3
O=C(Nc1cccc(F)c1)NC1(C(=O)N2CCC(O)CC2)CCCCC1	11	-1.1	11	-5	-1	-8	-1	12	3
CN(C)c1ccc(NC(=O)COC(=O)Cn2nnc3ccccc32)cc1	7	-0.3	-10	1	0	3	0	-4	-1
C=CCc1ccc(OCCCCN2CCC(C)CC2)c(OC)c1	10	4.1	9	-3	-7	-15	1	-1	-7
O=C(Nc1ccc(N2CCOCC2)cc1)C1CCN(S(=O)(=O)c2ccccc2F)CC1	-6	1.7	-3	-11	5	0	3	-3	-6
O=[N+]([O-])c1cc(F)c(N2CCCCC2)cc1N1CCOCC1	-4	-1.0	-15	5	-1	4	1	8	-4
CC1CN(c2ccccc2)NC1=O (stereo unspecified)	2	0.8	-14	4	-5	10	2	-8	5
COc1ccc(NC(=O)CN(C)C(=O)CNC(=O)Cc2cccc3ccccc23)cc1	-3	1.5	-10	0	-4	11	1	-5	6
Cc1nnsc1S(=O)c1ccc(Cl)c(Cl)c1 (stereo unspecified)	2	-1.4	-17	7	-1	13	1	-5	8
COC(=O)c1cc(OC)c(OC)cc1NC(=O)c1cccc(OC)c1OC	6	-2.9	4	0	-4	-4	6	-5	-9
COc1ccccc1Nc1ncnc2c1c(C)c(C)n2CCCN(C)C	6	-4.3	-19	-8	-3	10	0	9	0
Clc1ccc(C(c2cccs2)N2CCNCC2)cc1 (stereo unspecified)	16	1.5	45*	-14	-2	-28	4	15	-16
Cc1c(C(c2ccccc2)c2c(C)n(C)n(-c3ccccc3)c2=O)c(=O)n(-c2ccccc2)n1C	-7	-3.0	-7	-9	0	2	0	-2	12
CC(C)Oc1nc(-c2ccccc2Cl)nc2ccccc12	7	3.3	-17	1	1	3	-1	-7	-4
O=C(c1ccc2ccccc2c1)C1CCCN(C(=O)c2noc3c2CCCC3)C1 (stereo unspecified)	7	-2.0	-9	-3	-1	3	2	2	1
NC(N)=NN=C1CCC(c2ccccc2)CC1 (stereo unspecified)	6	-0.2	2	4	-7	-3	1	-15	0
Cc1ccc2cccc(NC(=O)C(F)(F)F)c2n1	10	-1.5	-7	11	-3	9	1	0	-6
CCC(=O)Nc1ccc2nn(-c3ccc(F)cc3)nc2c1	-9	-1.0	-13	0	6	7	3	4	4
COc1cccc(NC(=O)CSc2nnc(CNC(=O)c3ccccc3F)o2)c1	9	0.1	-3	-6	0	5	2	6	-4
COc1ccc(N=Cc2[nH]c3ccccc3c2O)cc1	-2	0.8	10	-2	-2	-4	1	11	1
COc1ccc(C(=O)CC(=O)C(=O)Nc2cccc(F)c2)cc1	2	-4.9	12	-4	-2	-6	0	9	1
COC(=O)c1cccc(NC(=O)Nc2ccc(Cl)cc2)c1	17	18	38*	-9	3	-20	17	2	-26
N#Cc1ccc(OCC(=O)NCCCn2ccnc2)cc1	10	-1.5	-4	-1	2	1	0	1	5
COC(=O)c1c(C(=O)OC)c2cc(C)ccn2c1Cl	-6	-1.2	-7	11	-2	10	0	2	4
CS(=O)(=O)N(CC(=O)NCc1cccnc1)C1CCCCC1	4	0.1	-6	-2	0	9	0	2	0
O=C(Nc1cccc(S(=O)(=O)N2CCOCC2)c1)c1ccccn1	7	-2.3	-8	-17	-4	4	1	7	-3
CC(=O)N1CCN(c2ccc(NCc3cccc(C)c3)cc2)CC1	13	-1.0	-9	6	-1	14	1	10	-4

More records
SMILES	CHRM5 antagonist	CRFR2-BP ag	M1 antag	CHRM4 PAM	CHRM5 agonist	CHRM1 PAM	CHRM4 agonist	CHRM4 antagonist	CHRM5 PAM
Cc1cccc(NS(=O)(=O)c2cc3c4c(c2)C(C)C(=O)N4CCC3)c1 (stereo unspecified)	12	-0.7	15	-1	-7	-3	1	4	-5
CCN(Cc1nc2cc(Cl)ccc2c(=O)[nH]1)C(=O)C1CC(=O)N(c2cccc3ccccc23)C1 (stereo unspecified)	4	0.1	0	-3	-2	-1	3	-5	-5
NC(=O)CN1C(=O)NC2(CCCc3ccccc32)C1=O (stereo unspecified)	13	0.3	2	-1	-1	-2	0	7	0
O=C(c1ccc(=O)[nH]c1)N1CCN(S(=O)(=O)c2ccc3ccccc3c2)CC1	12	-0.5	-1	7	-2	1	2	-1	4
CN(C)C(=S)NC1(C)CCS(=O)(=O)C1 (stereo unspecified)	4	-1.4	-21	-1	1	7	0	-1	4
COc1ccc(C(=O)C(Cc2cc(C(C)=O)ccc2OC)N2CCCC2)cc1 (stereo unspecified)	2	-1.1	7	1	-7	-1	0	-1	2
O=C(O)CC1S/C(=N/N=C/C=C/c2ccccc2[N+](=O)[O-])NC1=O (stereo unspecified)	6	-0.2	1	3	0	3	1	0	0
Cc1cc(SCC(=O)N2c3ccccc3NC(=O)CC2C)nc2ccccc12 (stereo unspecified)	3	-0.5	-8	3	1	3	2	-3	-1

Compound activity: PubChem BioAssay, several laboratories
